Screens as filed in PubChem BioAssay.
SNCA viab count: cell viability loss counter-screen; Potency, µM (highest dose often 57.1 µM), inactives show at the top dose activity change, negative = cytotoxicity, usual class: cytotoxic; actives 0.12% (n = 150,000); AID 1671193; HEK-293-SNCA-luc viability, GF-AFC fluorescence, 24 h;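 note: potency is the fitted concentration of half-maximal effect; 0% = DMSO-treated cells and -100% = medium-only wells without cells; nearly all actives have a fitted effect of over 30% in size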
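Cytotoxicity counterscreen: after 24 h compound treatment of genome-edited SNCA-luciferase HEK-293 cells, live-cell protease substrate GF-AFC read by fluorescence after 30 min; activity scaled between DMSO (0%) and medium-only (-100%), curves Hill-fitted.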
GPT2 inhibitor: inhibitors of human GPT2 alanine aminotransferase; Potency, µM (series often up to 57.7 µM), without a hit: at the top dose activity change, negative = inhibition, usual class: inhibitors; Q8TD30; actives 0.25% (n = 100,000); Recombinant GPT2, coupled pyruvate oxidase/HRP Amplex Red fluorescence; note: potency is the fitted concentration of half-maximal effect; nearly all actives have a fitted effect of over 60% in size; many of its hits are not listed in these tables
Target sequence (Q8TD30 whole entry, looked up): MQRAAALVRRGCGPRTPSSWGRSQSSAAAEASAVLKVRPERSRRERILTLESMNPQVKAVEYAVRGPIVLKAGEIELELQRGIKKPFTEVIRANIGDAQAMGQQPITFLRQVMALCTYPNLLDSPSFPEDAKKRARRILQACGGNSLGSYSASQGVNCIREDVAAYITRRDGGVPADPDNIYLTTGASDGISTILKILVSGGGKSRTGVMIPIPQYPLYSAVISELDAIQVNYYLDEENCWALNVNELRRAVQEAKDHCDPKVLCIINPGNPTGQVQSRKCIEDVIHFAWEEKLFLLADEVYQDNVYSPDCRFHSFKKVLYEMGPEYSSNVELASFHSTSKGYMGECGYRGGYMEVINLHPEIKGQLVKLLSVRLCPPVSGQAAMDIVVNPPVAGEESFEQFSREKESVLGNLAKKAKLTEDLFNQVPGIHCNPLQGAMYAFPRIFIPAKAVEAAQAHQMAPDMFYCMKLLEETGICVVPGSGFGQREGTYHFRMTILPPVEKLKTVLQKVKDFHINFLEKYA
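Fluorescence read-out: pyruvate from GPT2 turnover coupled to pyruvate oxidase, HRP and Amplex Red (0.2mM ThPP, 0.2U/mL PO and HRP, 50uM Amplex final). Substrates 250uM a-KG, 2mM L-alanine; enzyme 10ng/uL; 30 min RT.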
NIH3T3 tox: kills NIH 3T3 cells; NIH 3T3 viability, CellTiter-Glo ATP luminescence, 48-72 h; Potency, µM (titrated, usually from 96.7 µM), inactives show top-dose activity change, negative = cytotoxicity, hits mostly inhibitors; actives 4.3% (n = 94,000); AID 1345082; note: potency is the fitted concentration of half-maximal effect; nearly all actives have a fitted effect of over 55% in size
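ATP-dependent luminescence (CellTiter-Glo) served as the viability signal for NIH 3T3 cells treated with compound for 48 or 72 hr at 37 °C.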
SNCA expr inhib: SNCA gene expression inhibition; HEK-293 SNCA-luciferase knock-in, luminescence, 24 h; AID 1671194; Potency, µM (series often up to 57.2 µM), for the others: at the top dose activity change, negative = inhibition, most hits filed as inhibitors; actives 0.17% (n = 140,000);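 note: potency is the fitted concentration of half-maximal effect; plate controls were DMSO cells for no effect and cell-free wells for full effect; nearly all actives have a fitted effect of over 45% in size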
HEK293 tox: cytotoxic compounds in HEK 293 cells; HEK 293 viability, ATP luminescence (CellTiter-Glo), 48-72 h; Potency, µM (series often up to 115 µM), for the others: top-dose activity change, negative = cytotoxicity, actives largely listed as inhibitors; AID 1345083; actives 6.6% (n = 94,000); note: potency is the fitted concentration of half-maximal effect; nearly all actives have a fitted effect of over 60% in size
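CellTiter-Glo luminescence (cellular ATP) was read after 48 or 72 hr of compound exposure at 37 degree Celsius. Cells were HEK 293 plated at 250 cells/well.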
IP6K1 inhibitor: IP6K1 kinase inhibition; actives 0.81% (n = 140,000); activity change, % (series mostly up to about 58 µM); IP6K1 kinase, ADP-Glo luminescence, 2 h; hits give low values; in the data active = activity change below about -25%
Target sequence (Q92551 whole entry, looked up): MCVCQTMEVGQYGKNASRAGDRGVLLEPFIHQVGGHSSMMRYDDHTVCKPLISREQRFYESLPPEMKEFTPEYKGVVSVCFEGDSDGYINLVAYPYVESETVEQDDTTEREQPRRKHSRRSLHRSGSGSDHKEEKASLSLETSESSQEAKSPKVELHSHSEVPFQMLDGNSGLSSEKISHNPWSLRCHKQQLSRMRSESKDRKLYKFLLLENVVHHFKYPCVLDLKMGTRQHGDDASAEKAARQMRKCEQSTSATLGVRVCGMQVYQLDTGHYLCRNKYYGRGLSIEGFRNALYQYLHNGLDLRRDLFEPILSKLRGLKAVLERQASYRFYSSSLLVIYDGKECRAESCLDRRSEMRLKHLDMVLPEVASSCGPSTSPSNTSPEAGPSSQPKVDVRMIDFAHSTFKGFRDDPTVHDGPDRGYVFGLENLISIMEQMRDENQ
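ADP-Glo luminescence measures ADP made by human IP6K1 during a 2 h RT reaction with ATP/IP6 (mix at 1.3 mM/130 uM); top library doses 57.5 and 19.1 uM final.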
Luciferase inh: inhibitors of firefly (Photinus pyralis) luciferase; Potency, µM (highest dose often 115 µM), for the others: top-dose activity change, negative = inhibition, usual class: inhibitors; P08659; AID 1347043; purified P. pyralis luciferase, luminescence, biochemical; actives 2.5% (n = 76,000); note: potency is the fitted concentration of half-maximal effect; nearly all actives have a fitted effect of over 65% in size
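Purified 10nM P. pyralis luciferase with 10uM D-luciferin and 10uM ATP in 50mM Tris acetate pH 7.5, 10mM Mg acetate, 0.01% Tween-20, 0.05% BSA. qHTS titration; luminescence read by CCD imager.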
* marks the source's active call; other numbers are inactive results; i = inactive; ? = inconclusive; . = no result given; & = joins results of further samples; [ ] = another dose, or the depositor's remark. Unless noted, calls come from the whole dose curve; as a rule, active = well fitted curve in the direction sought with a large enough effect; inconclusive = small, poorly fitted or top-dose-only effect, or another doubt; inactive = no such curve, though single readings can be large; an effect the other way counts as inactive or inconclusive. Unless noted, % is set by controls: 0 for no effect and ±100 for the full control effect.

Start of the data: the first six compounds, to show the layout:
Sequence of screens – SNCA viab count, GPT2 inhibitor, NIH3T3 tox, SNCA expr inhib, HEK293 tox, IP6K1 inhibitor, Luciferase inh
Cc1c(CN2CCN(S(C)(=O)=O)CC2)sc2c(N3CCOCC3)nc(-c3cnc(N)nc3)nc12
  ?, i, ., 0%, ., -12, .
CC(C)(C)Oc1ccc(OCC2Cc3ccccc3CN2C(=O)c2cccc3ccccc23)cc1 (stereo not given)
  -14%, i, ., ., ., 13, .
CCc1ccccc1NC(=O)Cn1nc2n(c1=O)CCCC2
  -8%, i, -19%, 7%, -11%, -15, -21%
CNCCCC1(c2ccccc2)OC(C)(C)c2ccccc21 (stereo not given)
  -1%, ?, ., ., ., -1, .
C#CCN(Cc1cc2c(=O)[nH]c(C)nc2cc1Br)c1ccc(C(=O)NCc2cccnc2)cc1
  -25%, 0%, ., ., ., -8, .
CC(=O)Nc1nc(C)c(-c2ccc(Cl)c(S(=O)(=O)NCCO)c2)s1
  -32%&-13%, i, ., 37%[activator], ., 2, .

Results, from the start:
Sequence of screens – SNCA viab count, GPT2 inhibitor, NIH3T3 tox, SNCA expr inhib, HEK293 tox, IP6K1 inhibitor, Luciferase inh
Cc1c(CN2CCN(S(C)(=O)=O)CC2)sc2c(N3CCOCC3)nc(-c3cnc(N)nc3)nc12
  ?, i, ., 0%, ., -12, .
CC(C)(C)Oc1ccc(OCC2Cc3ccccc3CN2C(=O)c2cccc3ccccc23)cc1 (stereo not given)
  -14%, i, ., ., ., 13, .
CCc1ccccc1NC(=O)Cn1nc2n(c1=O)CCCC2
  -8%, i, -19%, 7%, -11%, -15, -21%
CNCCCC1(c2ccccc2)OC(C)(C)c2ccccc21 (stereo not given)
  -1%, ?, ., ., ., -1, .
C#CCN(Cc1cc2c(=O)[nH]c(C)nc2cc1Br)c1ccc(C(=O)NCc2cccnc2)cc1
  -25%, 0%, ., ., ., -8, .
CC(=O)Nc1nc(C)c(-c2ccc(Cl)c(S(=O)(=O)NCCO)c2)s1
  -32%&-13%, i, ., 37%[activator], ., 2, .
O=C(O)COC(=O)Cc1ccccc1Nc1c(Cl)cccc1Cl
  6%[23.9 µM], -15%, ., -21%[25.6 µM], ., 7, .
CCN1CCN(Cc2ccc(-c3cc4c(NC(C)c5ccccc5)ncnc4[nH]3)cc2)CC1 (stereo not given)
  -27%, i, ., ., ., -12, .
COc1cc(N2CCC(N3CCN(C)CC3)CC2)ccc1Nc1ncc(Cl)c(-c2c[nH]c3ccccc23)n1
  ?, ?, ., ., ., -18, .
CC(=O)NC(C)c1cnc(-c2cnc(Oc3ccc(OC(C)C)cc3)s2)s1 (stereo not given)
  -12%, ?, ., ., ., -1, .

Sequence of screens – SNCA viab count, GPT2 inhibitor, NIH3T3 tox, SNCA expr inhib, HEK293 tox, IP6K1 inhibitor, Luciferase inh
Cc1nc2c3ccccc3nc(NNC(=O)CCC(=O)N3CCN(c4ccccc4)CC3)n2n1
  0%, ., ., 10%, ., -11, .
CC(NC(CCc1ccccc1)C(=O)O)C(=O)N1C(=O)N(C)CC1C(=O)O (stereo not given)
  7%[23.9 µM], 2%, ., 11%[25.6 µM], ., -4, .
CCN(CC)CCOc1ccccc1C(=O)CCc1ccccc1
  -11%[23.9 µM], 1%, ., -39%[25.6 µM], ., 0, .
COc1cc(N2CCC(N3CCN(C)CC3)CC2)ccc1Nc1ncc(Cl)c(Nc2ccccc2S(=O)(=O)C(C)C)n1
  ?, 2.2µM*, ., 10%, ., -11, .
Cc1nnc(NS(=O)(=O)c2ccc(N)cc2)s1
  ?, ?, ., 17%, ., 8, .
O=C1Nc2nc(-c3c(O)cccc3OCC3CC3)cc([C@@H]3CCCNC3)c2CO1
  ?, i, ., ., ., -11, .
CCOC(=O)C1(CCOc2ccccc2)CCN(Cc2ccc(O)c(Cl)c2)CC1
  5%, i, ., ., ., -12, .
O=C(O)c1cn(C2CC2)c2cc(Cl)c(F)cc2c1=O
  -3%[23.9 µM], i, ., -39%[25.6 µM], ., 4, .
CCOc1ccn(-c2ccc(F)cc2)c(=O)c1C(=O)Nc1ccc(Oc2ccnc(N)c2Cl)c(F)c1
  ?, 0%, ., 16%, ., -17, .
O=C1NC(=O)[C@@]2(CCOc3ccc(F)cc32)N1
  15%[23.9 µM], i, ., -15%[25.6 µM], ., 16, .

Sequence of screens – SNCA viab count, GPT2 inhibitor, NIH3T3 tox, SNCA expr inhib, HEK293 tox, IP6K1 inhibitor, Luciferase inh
CCC[C@H](N[C@@H](C)C(=O)N1[C@H](C(=O)O)C[C@@H]2CCCC[C@@H]21)C(=O)OCC
  -28%[23.9 µM], i, ., -19%[25.6 µM], ., -2, .
CCCN(CC1CCOC1)C(=O)Nc1ccccc1F (stereo not given)
  -9%, i, 4%, 7%, 15%, 8, -5%
Cc1cc(C(=O)Nc2cccc(C(=O)Nc3cccc(C(F)(F)F)c3)c2)on1
  -7%, ?, ., ., ., 4, .
O=C(Nc1ccc(Cl)cc1)Nc1ccc(Cl)c(C(F)(F)F)c1
  -25%[23.9 µM], i, ., -78%[25.6 µM], ., 9, .
C=CC1=C(C(=O)O)N2C(=O)[C@@H](NC(=O)C(=NO)c3csc(N)n3)[C@H]2SC1
  -3%, 4%, ., -9%, ., ., .
Cc1cc(-c2nc(-c3ccc(OC(F)(F)F)cc3)no2)nn1Cc1ccnc(N2CCN(C3CC3)CC2)c1
  -28%, i, ., ., ., 23, .
CC(NCc1ccc(OCc2cccc(F)c2)cc1)C(N)=O (stereo not given)
  0%, i, ., ., ., -3, .
CNC(=O)c1ccc(CSc2nc3ccncc3n2Cc2ccc(C)cc2)cc1
  -3%, ., ., 33%[activator], ., -9, .
Cc1oc(C2CCN(C(=O)C3CCCN(S(=O)(=O)N4CCCC4)C3)CC2)nc1C(=O)N1CCCC1 (stereo not given)
  -12%, i, -26%, ?, ?, 5, .
CNC(=O)c1cc(Oc2ccc(NC(=O)Nc3cc(C(C)(C)C)nn3-c3ccc4ncccc4c3)c(F)c2)ccn1
  ?, 3%, ., ?, ., 2, .

Sequence of screens – SNCA viab count, GPT2 inhibitor, NIH3T3 tox, SNCA expr inhib, HEK293 tox, IP6K1 inhibitor, Luciferase inh
CC[C@H]1OC(=O)C[C@@H](O)[C@H](C)[C@@H](O[C@@H]2O[C@H](C)[C@@H](O)[C@H](N(C)C)[C@H]2O)[C@@H](CCN2C[C@H](C)C[C@H](C)C2)C[C@@H](C)C(=O)/C=C/C(C)=C/[C@@H]1CO[C@@H]1O[C@H](C)[C@@H](O)[C@@H](OC)[C@H]1OC
  -17%, -2%, ., ., ., 13, .
CC1=C(C(=O)O)N2C(=O)[C@@H](NC(=O)[C@H](N)c3ccc(O)cc3)[C@H]2SC1
  -27%[23.9 µM], -10%, ., -21%[25.6 µM], ., 6, .
COc1cc(Nc2c(C#N)cnc3cc(OCCCN4CCN(C)CC4)c(OC)cc23)c(Cl)cc1Cl
  -24%, -2%&-1%, ., -3%, ., 10&26, .
Fc1ccc(C(c2ccc(F)cc2)N2CCNCC2)cc1
  0%[23.9 µM], 3%, ., -19%[25.6 µM], ., 3, .
CN1CCC(COc2cnc(-c3cccc(Cn4nc(-c5cccc(C#N)c5)ccc4=O)c3)nc2)CC1
  -22%&-1%, 2%&-1%, ., 7%, ., -3, .
COc1nc(C)nc(Cl)c1NC1=NCCN1
  0%, ?, ., -19%, ., 12, .
CC(C)(CNC(=O)c1cccc(-c2noc(C(F)(F)F)n2)c1)c1coc(-c2ccccc2)n1
  -20%, i, ., ., ., -7, .
COc1cc2nc(-c3cc(F)ccc3O)nc(N[C@@H]3CNC[C@H]3C(C)(C)O)c2cc1OC
  ?, i, ., ., ., -62*, .
COC(=O)N1CCC(n2ncc3c(N4CCOCC4)nc(-c4ccc(NC(=O)Nc5ccc(CO)cc5)cc4)nc32)CC1
  ?, -2%, ., ., ., -1, .
CCC1C(=O)N(C)c2cnc(Nc3ccc(C(=O)NC4CCC(N5CCN(CC6CC6)CC5)CC4)cc3OC)nc2N1C(C)C (stereo not given)
  24µM*, 0%, ., ., ., -8, .
COc1cc2nc(N3CCN(C(=O)C4COc5ccccc5O4)CC3)nc(N)c2cc1OC (stereo not given)
  -16%, -4%, ., 10%, ., 1, .

Reformatted with bars between the fields: part of the list above
Compound | SNCA viab count | GPT2 inhibitor | NIH3T3 tox | SNCA expr inhib | HEK293 tox | IP6K1 inhibitor | Luciferase inh
CN1CCC(COc2cnc(-c3cccc(Cn4nc(-c5cccc(C#N)c5)ccc4=O)c3)nc2)CC1 | -22%&-1% | 2%&-1% | . | 7% | . | -3 | .
COc1nc(C)nc(Cl)c1NC1=NCCN1 | 0% | ? | . | -19% | . | 12 | .
CC(C)(CNC(=O)c1cccc(-c2noc(C(F)(F)F)n2)c1)c1coc(-c2ccccc2)n1 | -20% | i | . | . | . | -7 | .
COc1cc2nc(-c3cc(F)ccc3O)nc(N[C@@H]3CNC[C@H]3C(C)(C)O)c2cc1OC | ? | i | . | . | . | -62* | .

Not all compounds are listed. The share of hits here may be higher or lower than overall.
